Screening results (PubChem BioAssay)
UDG counterscr: Primary qHTS assay for inhibitors of Activation Induced Cytidine Deaminase (AID): UDG Counterscreen signal; FRET deamination/UDG coupled assay, UDG read, 4 h; Uracil-DNA glycosylase; 91,000 compounds, 0.14% hits; Potency, µM (series often up to 115 µM), inactives show at the top dose activity change, negative = inhibition, most hits filed as inhibitors; note: nearly all actives have a fitted effect of over 65% in size
AID inh: Primary qHTS assay for inhibitors of Activation Induced Cytidine Deaminase (AID): AID signal. AID deamination FRET fluorescence, UDG-coupled, 4 h. Single-stranded DNA cytosine deaminase (Homo sapiens), Q9GZX7. Potency, µM (titrated, usually from 115 µM), for inactives: top-dose activity change, negative = inhibition, actives largely listed as inhibitors. 91,000 compounds, 0.32% hits; note: nearly all actives have a fitted effect of over 25% in size
Target sequence (Q9GZX7 whole entry, looked up): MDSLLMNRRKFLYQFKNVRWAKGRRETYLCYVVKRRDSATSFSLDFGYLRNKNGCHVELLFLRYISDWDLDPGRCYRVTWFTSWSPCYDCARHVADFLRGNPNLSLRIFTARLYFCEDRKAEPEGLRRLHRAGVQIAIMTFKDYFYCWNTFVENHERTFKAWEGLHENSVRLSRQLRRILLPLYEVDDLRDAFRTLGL
* = called active by the depositor; ? = inconclusive; [ ] = remark or other dose. Calls come from the whole dose curve; as a rule, active = well fitted curve in the direction sought with a large enough effect; inconclusive = small, poorly fitted or top-dose-only effect, or another doubt; inactive = no such curve, though single readings can be large; an effect the other way counts as inactive or inconclusive. % is set by controls: 0 for no effect and ±100 for the full control effect; potency is the fitted concentration of half-maximal effect. A portion of the library (hit frequency here may not be typical).

SMILES	UDG counterscr	AID inh
CNC(=S)c1ccc(N(C)C)cc1	-1%	-9%
CCCNC(=O)C(C)OC(=O)c1ccc2[nH]c(C)c(C)c2c1 (stereo not drawn)	0%	3%
COc1ccc(-c2c(C)c3c(C)cc(OC(C)=O)cc3oc2=O)cc1	-18%	-8%
COc1ccccc1OC(C(=O)NC1CC1)c1ccccc1 (stereo not drawn)	-3%	-8%
CCC(=O)N1CCc2cc(CNS(=O)(=O)c3ccc(C(C)C)cc3)ccc21	-2%	100%[activator]
O=C(NCC(c1cccnc1)N1CCc2ccccc21)c1ccc(F)cc1 (stereo not drawn)	-17%	?
CC(C)N(Cc1nc2ccccc2c(=O)[nH]1)C(=O)c1sc2cc(F)ccc2c1Cl	-5%	-12%
COc1cc(NS(=O)(=O)c2cccs2)cc(OC)c1	6%	33%[activator]
CC(SC1CCCC1)C(=O)Nc1cccc(C#N)c1 (stereo not drawn)	-10%	-9%
O=C(O)c1cccnc1Sc1ccccc1F	2%	4%
O=C(CSc1ccc2c(c1)OCCCO2)NC(=O)c1cccs1	-4%	8%
Cn1c(=O)c2c(nc(SCC(=O)Nc3ccc(F)cc3)n2Cc2ccc(Cl)cc2)n(C)c1=O	4%	17%
O=C(/C=C/c1cccc(C(F)(F)F)c1)c1ccc(N2CCCC2=O)cc1	0%	-2%
Cc1nn(-c2ccccc2)c2sc(C(=O)OCC(=O)Nc3ccc(OC(F)F)cc3)cc12	-2%	-2%
Cc1cc2oc(=O)cc(CN(C)Cc3cccs3)c2cc1Cl	2%	-10%
CCOc1ccccc1CNC(=O)CN1C(=O)c2cccnc2Oc2ccc(Cl)cc21	46%[activator]	-22%
COc1ccc(-c2cc(C(F)(F)F)n3nc(C(=O)Nc4cccc(Cl)c4C)cc3n2)cc1	-3%[57.5 µM]	45%[activator][57.5 µM]
Cn1c(=O)[nH]c(=O)c2c1nc(N1CCN(Cc3ccccc3F)CC1)n2Cc1ccccc1	-11%	-12%
Cc1cn2c(=O)cc(COC(=O)c3cccc(NC(=O)c4ccccc4C)c3)nc2s1	-2%	-3%
Cc1ccc(NC(=O)[C@H](C)NC(N)=O)cc1Cl	-2%	-9%

Full records, quoted from the list. Order of values: UDG counterscr	AID inh
CCOc1ccccc1CNC(=O)CN1C(=O)c2cccnc2Oc2ccc(Cl)cc21 is listed with 46%[activator]	-22%
Cc1cn2c(=O)cc(COC(=O)c3cccc(NC(=O)c4ccccc4C)c3)nc2s1 is listed with -2%	-3%

Following part.
SMILES	UDG counterscr	AID inh
O=C1NCN(c2ccccc2)C12CCN(CCCC(c1ccc(F)cc1)c1ccc(F)cc1)CC2	-16%	?
Cc1[nH]c(C=O)c(C)c1C	2%	-3%
Cc1ccc(-c2nnc(Nc3ccc(O)cc3)c3ccccc23)cc1S(=O)(=O)N1CCN(C)CC1	1%[57.5 µM]	16%[57.5 µM]
CC(C)C/C=C(/C#N)c1nc2ccccc2[nH]1	0%	44%[activator]
N#C/C(=C\C1CC=CCC1)C(=O)NCc1ccccc1 (stereo not drawn)	-10%	-6%
O=C(CSc1nnnn1C1CC1)NC(c1ccc(F)cc1)c1cccs1 (stereo not drawn)	-8%	-5%
CNS(=O)(=O)c1cn(CC(=O)N2CCN(c3ccccc3F)CC2)cc1S(=O)(=O)NC	-8%	1%
COc1ccc(S(=O)(=O)NCc2cccn2Cc2cc(C)ccc2C)cc1OC	-14%	12%
Cc1oc(-c2cccc(Cl)c2)nc1CN1CCCC(C(=O)NCCc2ccc(Cl)cc2)C1 (stereo not drawn)	?	?
COc1ccc(CCNC(=O)CCCCn2c(=O)c3ccccc3n(Cc3ccc(Cl)cc3)c2=O)cc1OC	-8%	-11%
CCCNC(=O)c1c(NC(=O)c2ccccc2F)sc2c1CCCCC2	-3%	-12%
COc1ccc(CCNC(=O)CS(=O)Cc2nc(-c3ccccc3F)oc2C)cc1OC (stereo not drawn)	7%	-7%
Cc1ccccc1/C=N/NC(=O)c1ccc(C(C)(C)C)cc1	-10%	3%
CC(C)Cc1nn2c(=O)cc(COC(=O)c3cccc(NC(=O)CCc4ccccc4)c3)nc2s1	-7%	8%
CC1(C)Cc2ccccc2/C(=C/C(=O)Nc2ccc(Cl)cc2)N1	-4%	-3%
CC1CCC(NC(=O)c2cc(C3CC3)nc3ccccc23)CC1 (stereo not drawn)	1%	-7%
CCN1CCN(c2nc(Nc3ccccc3)c3nccnc3n2)CC1	5%	6%
COc1ccc(C(=O)/C=C/c2ccccc2C(F)(F)F)cc1F	-14%	?
CC(C)c1ccc(C2CC(=O)Nc3cc4c(cc32)OCCO4)cc1 (stereo not drawn)	2%	-10%
CC1(C)CC(N2CCCCC2)=CC(=NCCCN2CCOCC2)C1	6%	-2%

Next part; it opens with the seven that closed the last part.
SMILES	UDG counterscr	AID inh
CC(C)Cc1nn2c(=O)cc(COC(=O)c3cccc(NC(=O)CCc4ccccc4)c3)nc2s1	-7%	8%
CC1(C)Cc2ccccc2/C(=C/C(=O)Nc2ccc(Cl)cc2)N1	-4%	-3%
CC1CCC(NC(=O)c2cc(C3CC3)nc3ccccc23)CC1 (stereo not drawn)	1%	-7%
CCN1CCN(c2nc(Nc3ccccc3)c3nccnc3n2)CC1	5%	6%
COc1ccc(C(=O)/C=C/c2ccccc2C(F)(F)F)cc1F	-14%	?
CC(C)c1ccc(C2CC(=O)Nc3cc4c(cc32)OCCO4)cc1 (stereo not drawn)	2%	-10%
CC1(C)CC(N2CCCCC2)=CC(=NCCCN2CCOCC2)C1	6%	-2%
Nc1cccc(-c2cccc(N)c2)c1	-8%	22%
Cc1nc(CSc2ccc3c(c2)OCCCO3)oc1C	4%	1%
N#C/C(=C/c1cc(Br)cc(Br)c1O)c1nc2ccccc2[nH]1	-9%	52%[activator]
COc1cccc(-c2nnc(-c3ccccc3NC(=O)c3ccc(F)cc3F)o2)c1	5%	24%
O=C(Nc1ccc2oc(-c3cc(Br)ccc3Cl)nc2c1)c1cc2ccccc2o1	7%	9%
Cc1ccc(CN2CCCn3nc(C(=O)NCc4ccccc4Cl)cc3C2=O)cc1	-19%	?
S=c1[nH]c(-c2cccc(Cl)c2)cs1	-7%	-11%
O=C(NCCS(=O)(=O)N1CCN(c2ccccc2F)CC1)C1CC(=O)N(c2ccc(F)cc2)C1 (stereo not drawn)	-5%	7%
COc1ccc2[nH]cc(CCNC(=O)c3ccccc3F)c2c1	-4%	-13%
CCCCCn1nc(C(=O)Nc2ccc(C(=O)NC(C)(C)C)cc2)c2ccccc2c1=O	-4%	3%
O=C1CCC(C(=O)OCc2ccc(Cl)cc2Cl)=NN1	0%	-8%
CCc1ccc(-n2c(=O)c3c4c(sc3n(CC(=O)c3ccc(Cl)cc3)c2=O)CCC4)cc1	-11%	?
CCc1ccc2occ(CC(=O)Nc3c(C(=O)Nc4ccc(C)cc4)oc4ccccc34)c2c1	-1%	-19%
CCOC(=O)CCNC(=O)c1ccc(Br)cc1Cl	-8%	1%
Cc1ccc(C(=O)CC(=O)c2ccc(C)cc2)cc1	2%	-3%
Cc1ccccc1Cn1c(SCc2ccc(C(=O)NC3CCCC3)cc2)nc2ccncc21	-11%	?
Cn1nc(C(=O)Nc2cc(Cl)cc(Cl)c2)c2ccccc2c1=O	14%	-2%
CCOc1ccc(C(=O)NCc2ccc3c(c2)CCN3C(=O)c2ccc(Cl)cc2)cc1	0%	1%
Cc1c(C)n(C)c2ccc(C(=O)N3CCN(c4ccccc4)CC3)cc12	33%[activator]	?
CCc1ccc(NC(=O)CSc2ccc3nc(-c4ccc(OC)cc4)cn3n2)cc1	1%	3%
Cc1oc(-c2ccccc2)nc1C(=O)N(C)CC(=O)Nc1cccc(F)c1	1%	3%
CCOc1ccc(C(C)(C)CC)cc1-c1csc(N)n1	-8%	-21%
CCOc1cc(C(=O)Oc2ccc(C#N)cc2OC)cc(OCC)c1OCC	-2%	-3%
COc1ccc(Cl)cc1NC(=O)C1CCN(c2nnc(C)c3c(C)n(-c4ccccc4)nc23)CC1	-8%	-7%
Cc1ccc(O)c(C(=O)N(C)Cc2cccc(F)c2)c1	-6%	-8%
Cc1cccc(OCC(=O)Nc2nonc2-c2ccc(Br)cc2)c1C	6%	-13%
Cc1ccccc1NC(=O)Cn1c(=O)n(CCCC(=O)NCc2ccc3c(c2)OCO3)c(=O)c2ccccc21	-1%	16%
Cc1ccc(Cl)cc1-n1ncc2c(Nc3ccc4c(c3)OCCO4)ncnc21	-5%	256%[activator]
CCc1ccccc1N1C(=O)N(Cc2cc(=O)n3ccccc3n2)c2ccccc2S1(=O)=O	-7%	?
Cc1ccc(NC(=O)Cn2nnc3sc4c(c3c2=O)CCC(C)C4)cc1 (stereo not drawn)	-4%	7%
Cn1nc(C(=O)NCc2cccc(Cl)c2)c2c1-c1ccccc1S(=O)(=O)C2	1%	-2%
O=C(CCl)Nc1ccc2c(c1)CCC2	1%	-13%
CCc1ccc(NC(=O)c2ccc(F)c(S(=O)(=O)NCCc3ccc(OC)c(OC)c3)c2)cc1	-3%	-6%
COc1cccc(C(c2sc3nc(-c4ccco4)nn3c2O)N2CCOCC2)c1 (stereo not drawn)	-9%[57.5 µM]	8%
CN1c2cc(Cl)ccc2-c2nc(SCC(=O)Nc3ccc(F)cc3F)ncc2S1(=O)=O	-14%	-22%
CN(Cc1ccc2c(c1)OCCO2)CC(O)COc1ccccc1C(C)(C)C (stereo not drawn)	-12%	-19%
COc1cc(NC(=O)Nc2c[nH]c(=O)[nH]c2=O)cc(OC)c1OC	21%	65%[activator]
CCCc1sc(C(=O)OCCOc2ccc(S(N)(=O)=O)cc2)cc1CC	5%	0%
CCn1c(C)c(C(C)=O)c2cc(OCC(O)CN3CCCCC3)ccc21 (stereo not drawn)	-5%	11%
CCc1nc2nc(C)c(NS(=O)(=O)c3ccc(C)cc3)c(=O)n2[nH]1	-2%	0%

Four compounds already listed, ordered by molecular weight, smallest number first.
SMILES	UDG counterscr	AID inh
CCc1nc2nc(C)c(NS(=O)(=O)c3ccc(C)cc3)c(=O)n2[nH]1	-2%	0%
CCn1c(C)c(C(C)=O)c2cc(OCC(O)CN3CCCCC3)ccc21 (stereo not drawn)	-5%	11%
CN(Cc1ccc2c(c1)OCCO2)CC(O)COc1ccccc1C(C)(C)C (stereo not drawn)	-12%	-19%
CCc1ccc(NC(=O)c2ccc(F)c(S(=O)(=O)NCCc3ccc(OC)c(OC)c3)c2)cc1	-3%	-6%

Taken from above.
Result for `N#C/C(=C\C1CC=CCC1)C(=O)NCc1ccccc1` (stereo not drawn) in AID inh: -6%
Result for `CCc1ccc(NC(=O)CSc2ccc3nc(-c4ccc(OC)cc4)cn3n2)cc1` in UDG counterscr: 1%

(next part)
SMILES	UDG counterscr	AID inh
Cc1nn(-c2ccccc2)c(C)c1CC(=O)N1CCN(S(=O)(=O)c2ccccc2F)CC1	2%	4%
Cc1ccccc1Cn1c(N2CCN(Cc3ccccc3)CC2)nc2c1c(=O)[nH]c(=O)n2C	-1%	-15%
c1cnc2c(N3CCOCC3)nc(N3CCOCC3)nc2n1	-1%	5%
CCc1ccc(S(=O)(=O)c2cn(CC(=O)Nc3cccc(C)c3)c3ccc(Cl)cc3c2=O)cc1	0%	-14%
CC1=C(c2ccc(F)cc2)S(=O)(=O)N=C1N1CCC(C(=O)NCCc2ccccc2C)CC1	14%	-6%
CCOc1cc(C2c3c(oc4ccccc4c3=O)C(=O)N2Cc2ccc(OC)cc2)ccc1O (stereo not drawn)	-2%	9%
CCC1(C)Cc2c(sc3nnn(CC(=O)Nc4cccc(Cl)c4)c(=O)c23)CO1 (stereo not drawn)	1%	-1%
Cn1ccnc1C(=O)c1cccc(NC(=O)C(=O)NCc2ccccc2)c1	-6%	-9%
